M1AAP inhibition: malaria alanyl aminopeptidase activity blockers – biochemical, fluorogenic H-Leu-NHMec substrate, 1536-well (AID 1445). recombinant M1AAP, H-Leu-NHMec fluorogenic kinetic assay; higher % means a stronger effect. inhibition, % at 30 µM; hits with a dose series show IC50 in µM. 220,000 tested, 0.42% active;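 active = primary inhibition above the hit cutoff, then over 50% inhibition at one or more dose response concentrations, cut at about 23% in these data, passing the limit was not always enough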;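 note: plate controls were DMSO full reaction for no effect and no enzyme background for full effect; strong numbers were not always called active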
SIAH1 antagonists: blockers of Siah-1 interaction with plectin peptide – biochemical, fluorescence polarization, rhodamine-plectin, uHTS, primary screen (AID 1817); Siah-1 / rhodamine-plectin peptide fluorescence polarization; higher % means a stronger effect; displacement, % at 20 µM; hits with a dose series show IC50 in µM; 290,000 tested, 0.02% active;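 active = displacement of at least 50% at 20 µM, with a fluorescence ratio check between 0.3 and a set limit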;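 note: plate controls were Siah plus tracer with DMSO for no effect and tracer alone without Siah for full effect; strong numbers were not always called active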
Lipid droplet: hepatic lipid droplet formation modulation. AML12 mouse hepatocytes, oleate lipid droplets, BODIPY imaging. 240,000 tested, 0.4% active. inhibition, % at 6.5 µM;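 active = lipid droplet intensity inhibited by at least 50%, with more than 500 cells counted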
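Assay system: AML12 mouse liver cells | Compound: 6.5 µM single-point dosing | Schedule: Overnight exposure | Technique: Fluorescence imaging, 20x objective, two fields per well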
LYP inhibition: PTPN22 lymphoid phosphatase activity blockers – biochemical, fluorescence intensity, uHTS (AID 1779); recombinant LYP phosphatase, fluorescence intensity; higher % means a stronger effect; one-dose inhibition, % at 11.5 µM; IC50 in µM for titrated hits; 290,000 tested, 0.054% active;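 note: plate controls were vehicle with enzyme for no effect and no enzyme for full effect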
XIAP displacement: small molecules displacing peptide from XIAP – biochemical, IAP family, fluorescence polarization (AID 1018); XIAP BIR domain, fluorescence polarization peptide displacement; higher % means a stronger effect; one-dose displacement, % at 20 µM; IC50 in µM for titrated hits; 200,000 tested, 0.007% active; in the data active = displacement above about 50%; note: a part of the inactive calls stands beside numbers as strong as those of hits
NOD2 inhibition: inhibition of NOD2-driven NF-kB reporter – cell-based, luminescence, uHTS, HEK293 (AID 1566) | HEK293 NOD2/NF-kB luciferase reporter, luminescence; higher % means a stronger effect | 290,000 tested, 0.63% active | inhibition, % at 4 µM, or EC50 in µM where a hit was titrated; note: many of its hits are not listed in these tables
P. falciparum M17LAP: P. falciparum M17LAP inhibitors, primary screen, biochemical, fluorogenic H-Leu-NHMec substrate, 1536-well (AID 1619); 220,000 tested, 0.38% active; recombinant M17LAP, H-Leu-NHMec fluorogenic kinetic assay; higher % means a stronger effect; inhibition, % at 30 µM, or IC50 in µM where a hit was titrated;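 active = compound inhibiting the enzyme by more than half at any dose during confirmatory dose-response retesting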;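 note: plate controls were full reaction with DMSO carrier for no effect and no enzyme background for full effect; strong numbers were not always called active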
AID2073: disruptors of CaV2.2 binding to Mint1 – biochemical, HTRF (AID 2073); one-dose inhibition, % at 20 µM; IC50 in µM for titrated hits; HTRF protein-protein interaction, Mint1-CaV2.2; higher % means a stronger effect; 290,000 tested, 0.19% active; in the data active = inhibition mostly above about 51%, no sharp cut-off; note: some results filed as inactive read as strong as hits
ER stress rescue: rescue of cells from ER stress-induced death, primary screen, 384-well, CSM14.1, thapsigargin, ATP luminescence (AID 1222); CSM14.1 thapsigargin-induced death rescue, ATP luminescence; higher % means a stronger effect; cellular ATP content (survival), % at 20 µM, or EC50 in µM where a hit was titrated; 190,000 tested, under 10 active;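 active = EC50 below 50 µM in the dose-response confirmation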;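 note: death triggered by thapsigargin at about 15 µM added after 2 h compound pretreatment; cell ATP read after overnight thapsigargin exposure of roughly 18 to 22 hours; normalized against plate controls of thapsigargin alone and 5% DMSO vehicle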
Lipid droplet cells 6.5 µM: also measured in Lipid droplet; calls as there; cell count; measured here: cell count, cytotoxicity flag;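 cells counted across two imaged fields per well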
Active calls of the source: *; & = joins results of further samples. Cut-off read from the data, not from the text of the source, unless noted: active = inhibition above about 50%; inactive = the rest.

CCOc1ccc(-c2nc(N)nc(C)c2-c2ccc(OC)c(OC)c2)c(O)c1 was read as M1AAP inhibition 4.1%, SIAH1 antagonists 9.5%, LYP inhibition -3.2%, XIAP displacement -2.7%, NOD2 inhibition 12.8%, P. falciparum M17LAP 1.1%, AID2073 -11.0% and ER stress rescue 0.0%.
`Cc1cccc(C(=O)NC(=S)Nc2cccc3nc(C)ccc23)c1` gave SIAH1 antagonists 2.5%, Lipid droplet -31.8, LYP inhibition -9.7%, NOD2 inhibition 10.9%, AID2073 -15.5% and Lipid droplet cells 6.5 µM 773.
For CCOc1ccc(S(=O)(=O)Nc2ccc(C(=O)NCC(c3ccco3)N(C)C)cc2)cc1 (stereo not drawn) the results were SIAH1 antagonists 0.7%, Lipid droplet -2.3, LYP inhibition -3.3%, NOD2 inhibition 7.4%, AID2073 8.6% and Lipid droplet cells 6.5 µM 812.
`O=C(Nc1ncccn1)C1CCCCC1` gave M1AAP inhibition 1.9%, SIAH1 antagonists 4.7%, Lipid droplet 5.4, LYP inhibition -10.7%, XIAP displacement -0.8%, NOD2 inhibition 8.0%, P. falciparum M17LAP -12.8%, AID2073 10.0%, ER stress rescue 0.2% and Lipid droplet cells 6.5 µM 740.
Screening Cc1ccc(S(=O)(=O)NN2C(=O)c3ccccc3NC2c2ccco2)cc1 (stereo not drawn) returned M1AAP inhibition 0.6%, SIAH1 antagonists 7.2%, Lipid droplet -2.6, LYP inhibition -5.9%, XIAP displacement -2.2%, NOD2 inhibition 1.0%, P. falciparum M17LAP 1.9%, AID2073 6.2%, ER stress rescue -1.4% and Lipid droplet cells 6.5 µM 754.
`CCOc1ccc(-c2c(C(=O)N/N=C/c3c[nH]c4ccccc34)nnn2-c2nonc2N)cc1` gave SIAH1 antagonists -1.3%, Lipid droplet -46.7, LYP inhibition 1.8%, NOD2 inhibition 14.0%, AID2073 28.8% and Lipid droplet cells 6.5 µM 702.
`CC1CCN(C(=O)c2[nH]cnc2C(=O)NCC(=O)OCc2ccccc2)CC1` gave SIAH1 antagonists -3.3%, Lipid droplet 2.9, LYP inhibition -5.7%, NOD2 inhibition -21.2%, AID2073 8.8% and Lipid droplet cells 6.5 µM 807.
Screening CC(=O)NCC(=O)OCN1C(=O)c2ccccc2C1=O returned M1AAP inhibition 6.6%, SIAH1 antagonists 0.6%, Lipid droplet 0.5, LYP inhibition -4.6%, XIAP displacement -4.7%, NOD2 inhibition -1.4%, P. falciparum M17LAP -9.8%, AID2073 -1.5%, ER stress rescue -1.6% and Lipid droplet cells 6.5 µM 686.
For C#CC(C)(C)NC(=O)c1sccc1Oc1ccc(F)cc1[N+](=O)[O-] the results were M1AAP inhibition 4.6%, SIAH1 antagonists 3.5%, Lipid droplet -27.3, LYP inhibition -0.3%, XIAP displacement -7.1%, NOD2 inhibition 20.5%, P. falciparum M17LAP -21.3%, AID2073 3.8%, ER stress rescue -1.3% and Lipid droplet cells 6.5 µM 660.
COc1cccc(N2CC(C(=O)NC3CCCCC3)CC2=O)c1 (stereo not drawn) was read as M1AAP inhibition 9.4%, SIAH1 antagonists -1.3%, LYP inhibition -10.9%, XIAP displacement -2.0%, NOD2 inhibition -8.6%, P. falciparum M17LAP -7.0%, AID2073 -3.7% and ER stress rescue -0.7%.
`Cn1c(NNC(=O)C(c2ccccc2)c2ccccc2)cc(=O)n(C)c1=O` gave M1AAP inhibition -7.1%, SIAH1 antagonists 4.4%, Lipid droplet 7.1, LYP inhibition -4.2%, XIAP displacement -1.7%, NOD2 inhibition 5.6%, P. falciparum M17LAP 7.9%, AID2073 1.6%, ER stress rescue 10.5% and Lipid droplet cells 6.5 µM 734.
Screening Cn1ncc(Br)c1NC(=O)c1ccco1 returned SIAH1 antagonists -0.6%, LYP inhibition -8.7%, NOD2 inhibition 4.9% and AID2073 4.1%.
`CN1C2C=C3C(C#N)=C(N)C(C#N)(C#N)[C@@H](c4cccc(F)c4)[C@@H]3C1CC2` (stereo partly drawn) gave M1AAP inhibition 9.7%, SIAH1 antagonists -0.2%, LYP inhibition -11.3%, XIAP displacement -1.4%, NOD2 inhibition 5.1%, P. falciparum M17LAP -59.9%, AID2073 6.9% and ER stress rescue 0.0%.
For CCOC(=O)c1sc(C)c2c(=O)n(CCCN3CCOCC3)cnc12 the results were M1AAP inhibition 2.3%, SIAH1 antagonists -1.8%, Lipid droplet 0.8, LYP inhibition 0.0%, XIAP displacement -5.2%, NOD2 inhibition -5.0%, P. falciparum M17LAP -0.1%, AID2073 8.1%, ER stress rescue 0.2% and Lipid droplet cells 6.5 µM 707.
For O=C(C1CCCN(S(=O)(=O)c2cccs2)C1)N1CCC(N2CCCCC2)CC1 (stereo not drawn) the results were M1AAP inhibition 1.1%, SIAH1 antagonists 0.2%, Lipid droplet -6.4, LYP inhibition -0.7%, XIAP displacement -4.2%, NOD2 inhibition -21.1%, P. falciparum M17LAP -12.9%, AID2073 2.5%, ER stress rescue -2.2% and Lipid droplet cells 6.5 µM 647.
For CCCn1c(-c2ccc(OC)cc2)nc2ccccc21 the results were M1AAP inhibition 1.4%, SIAH1 antagonists -0.4%, LYP inhibition -10.6%, XIAP displacement -4.0%, NOD2 inhibition -3.3%, P. falciparum M17LAP -6.4%, AID2073 5.0% and ER stress rescue -0.9%.
Screening O=C(Oc1ccc(C(=S)N2CCOCC2)cc1Cl)c1ccccc1F returned SIAH1 antagonists 5.1%, Lipid droplet -8.2, LYP inhibition -8.7%, NOD2 inhibition 3.8%, AID2073 -17.5% and Lipid droplet cells 6.5 µM 787.
For COC(=O)[C@H](Cc1ccccc1)NC(=O)N1Cc2ccccc2C[C@H]1C(=O)OC the results were SIAH1 antagonists 1.5%, LYP inhibition -7.2%, NOD2 inhibition -10.3% and AID2073 10.3%.
For COc1ccc(NC(=O)C2CCOC(C)(C)C2)cc1 (stereo not drawn) the results were M1AAP inhibition 0.7%, SIAH1 antagonists -6.9%, Lipid droplet -4.2, LYP inhibition -2.9%, NOD2 inhibition -9.4%, P. falciparum M17LAP 1.1%, AID2073 -16.8% and Lipid droplet cells 6.5 µM 737.
For COc1cc(NC(=O)COC(=O)CCc2cc(OC)c(OC)c(OC)c2)cc(OC)c1 the results were M1AAP inhibition 2.7%, SIAH1 antagonists -1.2%, Lipid droplet -20.4, LYP inhibition -1.3%, XIAP displacement -4.1%, NOD2 inhibition -6.7%, P. falciparum M17LAP -4.0%, AID2073 -5.0%, ER stress rescue -1.5% and Lipid droplet cells 6.5 µM 675.
`CCc1ccc(CNC(=O)c2ccc3nc(C4CCCCC4)oc3c2)nc1` gave SIAH1 antagonists -3.0%, Lipid droplet -10.8, LYP inhibition -1.5%, NOD2 inhibition -4.1%, AID2073 -0.1% and Lipid droplet cells 6.5 µM 673.
`Cc1ccc(C(=O)CSc2n[nH]c(-c3ccco3)n2)cc1C` gave M1AAP inhibition 18.1%, SIAH1 antagonists -4.3%, Lipid droplet 0.7, LYP inhibition -3.2%, XIAP displacement -2.6%, NOD2 inhibition -2.1%, P. falciparum M17LAP 48.1%, AID2073 5.3%, ER stress rescue 2.2% and Lipid droplet cells 6.5 µM 805.
CC(C)Cn1c(N)c(C(=O)COC(=O)c2cc(-c3ccco3)nc3ccccc23)c(=O)n(C)c1=O was read as M1AAP inhibition 10.2%, SIAH1 antagonists 0.6%, Lipid droplet -0.8, LYP inhibition 4.5%, XIAP displacement -4.2%, NOD2 inhibition -17.3%, P. falciparum M17LAP -8.2%, AID2073 19.7%, ER stress rescue -0.6% and Lipid droplet cells 6.5 µM 643.
CCN(CCNC(=O)C1CCN(S(=O)(=O)c2cccc3nsnc23)CC1)c1ccccc1 was read as M1AAP inhibition 4.7%, SIAH1 antagonists 2.8%, LYP inhibition -3.8%, XIAP displacement -8.5%, NOD2 inhibition -1.6%, P. falciparum M17LAP -1.9%, AID2073 -1.0% and ER stress rescue 0.3%.
Screening NC(=O)c1[nH]cnc1N returned SIAH1 antagonists -4.4%&4.1%, Lipid droplet -7.7&-1.8, LYP inhibition -8.5%&-6.2%, NOD2 inhibition 0.6%&21.3%, AID2073 -0.2%&11.5% and Lipid droplet cells 6.5 µM 779&805.
COc1ccc(C(=O)c2coc3ccc(O)c(CN4CCCCC4)c23)cc1 was read as M1AAP inhibition 8.6%, SIAH1 antagonists -0.6%, Lipid droplet -12.1, LYP inhibition -5.2%, XIAP displacement 39.4%, NOD2 inhibition 5.1%, P. falciparum M17LAP 9.6%, AID2073 -2.1%, ER stress rescue 0.6% and Lipid droplet cells 6.5 µM 589.
COc1ccc(C(=O)Nn2c(SCC(=O)N3CCC(C)CC3)nc3ccccc3c2=O)cc1 was read as M1AAP inhibition 3.7%, SIAH1 antagonists -1.8%, LYP inhibition -3.5%, XIAP displacement -5.5%, NOD2 inhibition -18.9%, P. falciparum M17LAP 10.2%, AID2073 2.0% and ER stress rescue -3.6%.
`COc1ccc(Cl)cc1C(=O)NNC(=S)NC1CCCCC1` gave M1AAP inhibition -1.9%, SIAH1 antagonists 1.8%, Lipid droplet -0.4, LYP inhibition -1.8%, NOD2 inhibition 16.8%, P. falciparum M17LAP -17.3%, AID2073 -20.1% and Lipid droplet cells 6.5 µM 694.
`CCOC(=O)c1c(N)c2cc([N+](=O)[O-])ccc2n1C` gave M1AAP inhibition -0.3%, SIAH1 antagonists 3.4%, Lipid droplet -4.9, LYP inhibition -3.9%, NOD2 inhibition -4.9%, P. falciparum M17LAP 0.7%, AID2073 8.9% and Lipid droplet cells 6.5 µM 621.
For CC(C)c1nc2n[nH]c(N)c2c2c1CCCC2 the results were M1AAP inhibition 4.8%, SIAH1 antagonists 0.4%, LYP inhibition -6.4%, XIAP displacement -5.8%, NOD2 inhibition 7.7%, P. falciparum M17LAP 9.0%, AID2073 -6.6% and ER stress rescue -2.1%.
Screening C=CCNS(=O)(=O)c1ccc(C(=O)OCc2cc(=O)oc3cc(OC)ccc23)cc1 returned SIAH1 antagonists 6.5%, Lipid droplet -6.0, LYP inhibition -4.6%, NOD2 inhibition 14.3%, AID2073 20.8% and Lipid droplet cells 6.5 µM 767.
Screening COc1cccc(NC2=C(Cl)C(=O)OC2OC(=O)c2ccco2)c1 (stereo not drawn) returned M1AAP inhibition 8.0%, SIAH1 antagonists 4.6%, Lipid droplet 20.9, LYP inhibition -10.1%, XIAP displacement -5.7%, NOD2 inhibition -4.9%, P. falciparum M17LAP 3.2%, AID2073 12.7%, ER stress rescue 1.6% and Lipid droplet cells 6.5 µM 703.

These rows are one share of the data; rates above refer to the full screens.
